# CaV13 FRET inh – Primary screen for inhibitors of IQ motif and Ca2+-dependent inactivation inhibitor domain binding in CACNA1D, Förster resonance energy transfer in living cells, … | inhibition, % at 12.3 µM | HEK cells, CFP/YFP FRET ICDI-IQ, plate reader, 10 min; percent FRET-ratio fall versus neutral wells | 340,000 compounds, 0.098% hits;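 active means mean replicate inhibition of at least 30% and at least 1% of replicates passing that level; inconclusive means only one of the two criteria is met; inactive means neither criterion is met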;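 further: 0% = median of the neutral control wells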
# HIF-2a block – HIF-2a reporter inhibitors, primary screen, luminescence, 786-0 RCC cells; 786-0 RCC cells HIF-2a reporter, luciferase luminescence, overnight; AID 624352, 2012; 360,000 compounds, 0.72% hits; inhibition, % at 18.8 µM;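 active means inhibition of the luminescence signal of 40% or more relative to plate controls, in a single-dose primary screen at 18.75 µM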
# PDI turbidity – inhibitors of human PDI, primary screen, biochemical, turbidity, single point, plate reader. Protein disulfide-isomerase (Homo sapiens), P07237. PDI insulin aggregation turbidity, A650, 90 min. inhibition, % at 10 µM. 350,000 compounds, 0.052% hits. AID 588391, 2011;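 active means mean inhibition across replicates of 30% or more, whatever share of single replicates reach that level; inconclusive means mean inhibition below 30% while every single replicate reaches 30%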;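 further: absorbance from insulin aggregation driven by PDI reduction with DTT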
# Target sequence (P07237 whole entry, looked up): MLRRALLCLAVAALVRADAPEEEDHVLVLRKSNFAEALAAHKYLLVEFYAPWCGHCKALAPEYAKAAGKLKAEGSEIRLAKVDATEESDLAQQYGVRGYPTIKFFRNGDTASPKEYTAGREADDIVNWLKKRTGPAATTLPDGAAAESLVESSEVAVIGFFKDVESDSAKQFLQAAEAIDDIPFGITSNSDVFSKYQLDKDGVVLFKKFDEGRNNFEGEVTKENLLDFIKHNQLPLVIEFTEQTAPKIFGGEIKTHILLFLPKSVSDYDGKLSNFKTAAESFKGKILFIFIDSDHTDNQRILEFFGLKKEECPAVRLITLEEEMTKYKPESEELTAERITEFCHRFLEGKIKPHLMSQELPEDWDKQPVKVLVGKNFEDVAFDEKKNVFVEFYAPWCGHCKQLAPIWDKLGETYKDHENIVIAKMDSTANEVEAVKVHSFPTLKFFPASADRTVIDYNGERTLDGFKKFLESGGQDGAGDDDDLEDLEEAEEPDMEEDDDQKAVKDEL
# MITF TRPM1 inh – inhibitors of MITF-dependent TRPM1 promoter reporter, primary screen, cell-based, SK-MEL-5, single point, luciferase; 330,000 compounds, 0.83% hits; SK-MEL-5 TRPM1 promoter luciferase, 24 h; AID 488899, 2010; inhibition, % at 12.5 µM;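 active means mean inhibition across replicates of 60% or more, whatever share of single replicates reaches that level; inconclusive means some that reach 60%, reason not given; inactive means mean inhibition across replicates below 60%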; further: values of inactives mirror those of a sister screen read the other way
# Peg3 prom inh – Peg3 promoter-driven luciferase inhibitors, primary screen, cell-based, HeLa, luciferase luminescence. HeLa PEG-Prom luciferase reporter, overnight. 360,000 compounds, 1.7% hits. inhibition, % at 20 µM;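 active means inhibition of at least 50% at 20 µM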
# Shn3 inh set2 – reduction of Shn3 3'UTR firefly luciferase signal, primary screen, Schnurri-3 inhibitor project, cell-based, Clone20 osteoblasts, set 2; 360,000 compounds, 0.52% hits; inhibition, % at 12.5 µM; AID 588674, 2011; Clone20 osteoblast Shn3 3'UTR firefly luciferase, 24 h;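 active means mean inhibition of at least 75% with every replicate also reaching 75%; inconclusive means mean inhibition at least 75% but some replicate below; inactive means mean inhibition below 75%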;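 further: 0% = median of neutral control wells and 100% = pilot-screen positive control compound; some compounds past the cut are filed as inactive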
# KKLEB cytotox – cytotoxicity in KKLEB CF airway cells, primary screen, cytotoxicity control for CF NF-kB inhibitor project, cell-based, uHTS, fluorescence assay plates. activity change (cytotoxicity), % at 5 µM. 360,000 compounds, 0.36% hits. AID 602141, 2011. KKLEB CF airway cells viability, ATPlite luminescence, overnight; stronger effect = lower value; cells stimulated with P. aeruginosa culture filtrate;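 active means corrected activity change at or below -50% at 5 µM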
# NR2E3 ag-1 – inhibitors of NR2E3-RetCOR corepressor binding, primary screen, NR2E3 agonist project, biochemical, TR-FRET, GST-NR2E3, biotin-RetCOR. Photoreceptor-specific nuclear receptor (Homo sapiens), Q9Y5X4. 1536-well. inhibition of corepressor binding, % at 4.78 µM. 320,000 compounds, 0.12% hits. AID 2300, 2010;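 active means percent inhibition above the cutoff of mean plus 3 SD of all tested compounds, set per screening campaign, cut at about 20% in these data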;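 further: 0% = DMSO wells and 100% = biotin wells as full block of FRET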
# Target sequence (Q9Y5X4 whole entry, looked up): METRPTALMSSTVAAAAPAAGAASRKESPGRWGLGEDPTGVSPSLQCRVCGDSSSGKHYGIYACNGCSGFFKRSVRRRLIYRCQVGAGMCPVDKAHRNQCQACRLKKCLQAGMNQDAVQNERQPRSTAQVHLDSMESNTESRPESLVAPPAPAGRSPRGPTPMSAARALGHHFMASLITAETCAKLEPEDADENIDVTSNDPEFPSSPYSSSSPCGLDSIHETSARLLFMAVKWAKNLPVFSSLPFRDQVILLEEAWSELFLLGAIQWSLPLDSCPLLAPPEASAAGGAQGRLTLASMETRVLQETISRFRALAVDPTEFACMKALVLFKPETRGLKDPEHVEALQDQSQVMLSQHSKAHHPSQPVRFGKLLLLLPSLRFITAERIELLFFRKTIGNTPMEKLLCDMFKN
#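 Assay system: NR2E3–RetCOR corepressor complex. Quantity: 1.35 nM GST-NR2E3. Buffer or medium: pH 7.5 Tris-based buffer. Reagent: biotinylated RetCOR corepressor at 7 nM final. Schedule: 5 h at 4 °C. Detection: TR-FRET, emission read at 617 and 671 nm. Replicates: one well per compound, singlicate testing.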
# Vif imaging – HIV Vif self-association inhibitors, primary screen, imaging, HEK293T, single point. 340,000 compounds, 0.35% hits. inhibition, % at 7.49 µM. HEK293T cells, Vif self-association by quenched fluorescence, 24 h; in the data active means inhibition above about 50%, passing the limit was not always enough; inconclusive means no clear call, values can overlap the other calls; inactive means below about 31%; further: some results filed as inactive read as strong as hits
# CF NFkB block – inhibitors of PAF-induced NF-kB signaling, primary screen, cell-based, GFP fluorescence, uHTS; 360,000 compounds, 0.86% hits; inhibition, % at 5 µM; KKLEB NF-kB-GFP reporter, GFP fluorescence overnight;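 active means at least 50% inhibition at 5 µM, scaled per plate between neutral and stimulator controls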;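 further: PAF is a Pseudomonas aeruginosa culture filtrate used as stimulus; plate controls were PAF-stimulated DMSO wells for no effect and unstimulated DMSO wells for full effect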
# NR2E3 ag-2 – NR2E3 agonists in two-hybrid cells, primary screen, cell-based, luminescence, CHO-S, Gal4-NCOR/VP16-NR2E3; Photoreceptor-specific nuclear receptor (Homo sapiens), Q9Y5X4; luciferase; inhibition of corepressor binding, % at 3.98 µM; 360,000 compounds, 0.35% hits; AID 602229, 2012;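 active means inhibition above the mean of all tested compounds plus 3 SD, cut at about 70% in these data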;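 further: 0% = DMSO with NR2E3 transfected cells and 100% = cells lacking NR2E3 construct; higher means lower luciferase signal from less NR2E3 corepressor binding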
# * hit, by the source's call; u = inconclusive; x = not tested or not shown.
SMILES,CaV13 FRET inh,HIF-2a block,PDI turbidity,MITF TRPM1 inh,Peg3 prom inh,Shn3 inh set2,KKLEB cytotox,NR2E3 ag-1,Vif imaging,CF NFkB block,NR2E3 ag-2
COc1ccc(CCN(C(=O)c2ccc(F)cc2)C2=CC3CCC(C2)N3C)cc1OC (configuration not stated),-1.5,12.5,-2.7,-10.8,-0.9,-6.9,-3.5,-0.8,4.0,-6.0,3.5
c1ccc(-c2nnc(-c3ccco3)n2-c2ccccc2)cc1,-7.9,14.9,1.4,-2.8,11.8,-9.5,-12.0,-4.4,11.6,6.8,15.3
CC(Sc1nncn1C)C(=O)Nc1ccc(N2CCCCC2)cc1 (configuration not stated),-2.8,-22.2,-1.8,-2.7,-33.7,-11.8,2.4,1.9,0.0,15.6,-30.7
CCCOc1ccc(C(=O)Nc2ccc(S(=O)(=O)NC3=NCCCCC3)cc2)cc1,-15.7,8.8,7.0,8.3,-7.6,23.3,-1.9,-1.3,-11.9,12.7,9.3
Cc1ccc(NC(=O)C2CC2C)c(Cl)c1 (configuration not stated),-3.7,-48.1,-3.5,-28.8,-26.2,-3.7,-9.0,-2.0,2.8,13.4,-31.3
O=C(CNC(=O)c1ccc(Cl)cc1)NCCCn1ccnc1,-3.1,6.2,-7.0,0.7,14.2,-41.3,5.3,-0.9,1.7,-5.1,-0.7
COC(=O)/C(=C\c1cccnc1)NC(=O)c1ccc(OCc2ccccc2)cc1,-16.8,-14.2,1.5,7.4,10.3,0.8,2.2,-0.8,-0.1,0.1,15.3
CN(CC(=O)NCc1cccnc1)S(=O)(=O)c1ccc(F)cc1,-7.0,1.0,13.5,-2.9,6.0,-62.3,0.8,0.3,-5.1,7.7,0.8
N=c1sccn1CC(=O)Nc1ccc(Cl)c(S(=O)(=O)N2CCOCC2)c1,-0.4,16.0,-1.6,-8.8,-2.0,-2.0,-4.5,0.8,-5.5,-4.0,-0.8
Cc1cc(Cl)nc(SCC(=O)c2ccccc2)n1,-3.3,-21.9,7.9,2.4,-50.8,-1.4,-10.2,2.5,-2.2,-0.9,-8.8
COC(=O)/C(=C1\Oc2ccc(C(C)(C)C)cc2S1)C(F)(F)F,-6.6,-108.4,-1.2,-86.2,-209.0,-31.9,5.9,1.6,18.1,-0.8,1.3
COc1cccc(NC(=O)CSc2nc3ccccc3c3nc4ccccc4n23)c1,-3.3,4.8,-8.8,14.6,3.0,4.1,-35.3,0.4,-7.5,16.9,-35.1
O=C(Nc1cccc(O)c1)c1cc(-c2ccc3c(c2)OCO3)on1,-7.3,-45.3,5.6,46.1,34.2,-12.4,-69.6*,0.3,1.9,0.2,-37.8
COC(=O)c1ccc2nc(-c3ccccc3)c(Cc3ccsc3)n2c1,x,-136.8,x,x,-87.1,-14.0,-22.3,x,x,-43.8,-51.5
NC(=O)C1CCN(C(=O)c2ccc3nc(-c4ccccc4)c(-c4ccccc4)nc3c2)CC1,-13.6,9.0,6.3,11.1,-4.2,5.9,-12.1,1.0,0.1,38.3,-21.5
COc1ccc(NC(C)C(=O)N/N=C/c2c(O)ccc3ccccc23)cc1 (configuration not stated),-3.8,15.8,-1.3,44.4,57.4*,48.2,-8.7,x,4.5,-13.2,-11.2
COc1ccc(COC(=O)c2ccc(N3CCCC3=O)cc2)cc1F,-4.5,-45.5,-2.4,-14.9,-11.9,4.2,-6.4,2.6,0.9,-21.5,-40.5
COc1cccc(NS(=O)(=O)c2ccc3[nH]cc(C(=O)NCCCOC(C)C)c(=O)c3c2)c1,x,-5.1,7.0,-2.3,23.7,12.3,1.3,0.9,x,-6.5,-7.5
CC(NC(=O)c1ccncc1)c1ccc(Br)cc1 (configuration not stated),-6.1,31.4,2.0,2.7,16.9,14.5,-1.7,-1.9,-0.4,6.7,-13.5
COc1cccc(NC(=O)C2CCN(S(=O)(=O)c3ccc4[nH]c(=O)ccc4c3)CC2)c1,-7.1,10.2,x,x,0.5,-1.3,-6.6,2.4,u,-0.2,2.5
COc1ccc(OCC(O)CNc2ccc(Br)cc2)cc1 (configuration not stated),-8.8,-5.2,-1.0,0.1,4.2,-1.2,-0.9,0.3,5.2,8.7,-3.8
c1cncc(CN=C2Nc3ccccc3CS2)c1,-4.0,-42.8,-7.0,11.2,-25.7,-4.4,7.6,-2.0,-0.5,-10.9,-20.5
COc1ccc(CCNC(=O)Cc2ccc3c(c2)OCO3)cc1OC,-4.9,12.4,-3.7,-2.5,-5.7,12.1,5.4,1.0,-1.5,1.6,-6.5
COCCCn1c(=O)c2ccccc2n(Cc2ccccc2C)c1=O,-4.5,22.7,2.7,-11.6,21.2,17.0,-11.4,1.6,3.8,17.8,-8.9
CCCCc1nnc(NC(=O)C2CCN(c3ncnc4sc(C)c(C)c34)CC2)s1,-5.1,9.7,4.7,-9.8,9.1,6.8,-19.4,0.4,2.2,27.2,3.1
Cc1ccccc1NC(=O)COc1cccc2c1CCNC2=O,-1.5,-4.6,4.8,3.1,-18.3,2.0,1.0,-2.8,-0.1,-27.6,-6.0
COC(=O)c1sc(N)c(C(=O)OC)c1CSc1nc2sc3c(c2c(=O)n1C)CCC3,-4.7,13.1,3.0,0.0,7.0,-0.3,0.9,1.5,30.7,6.8,-37.3
COc1cc(C2C(C#N)=C(SC)NC3=C2C(=O)CCC3)ccc1O (configuration not stated),3.1,14.6,2.8,-13.2,-7.5,-1.4,-11.0,-0.1,4.2,30.6,-13.5
CC(C)n1c(SCc2ccccc2F)nc2c1c(=O)n(C)c(=O)n2C,-1.1,21.1,x,-9.6,24.8,21.8,-5.2,5.3,1.0,56.8*,0.2
O=C(N1CCN(c2ccccc2)CC1)C(F)(F)C(F)F,-7.6,7.6,-2.9,-6.2,-14.0,-17.2,-0.3,0.1,5.9,0.6,1.9
OCC(O)/C=N/Nc1nc(Nc2ccccc2)nc(Nc2ccccc2)n1 (configuration not stated),-2.8,-29.1,-7.9,13.5,-30.5,1.5,-8.2,1.8,-9.4,-10.9,-16.9
CCOC(=O)c1ccc(NC(=O)CSCCC(=O)O)cc1,3.9,9.0,-1.5,-8.3,10.4,-5.7,1.3,1.8,17.2,17.4,-14.1
Cc1cc(C)cc(N2C(=O)c3nccnc3C2=O)c1,-2.7,12.0,1.2,-0.1,-0.3,-11.0,12.9,-0.2,-4.6,-5.3,3.1
C#CCN1C(=O)C(O)(CC(=O)c2ccc3c(c2)OCCO3)c2ccccc21 (configuration not stated),17.2,5.5,-1.2,11.8,3.3,-7.7,0.4,0.4,2.7,-10.5,-11.8
CC(C)C(=O)Nc1nnc(S(=O)(=O)N2CCCCCC2)s1,-5.1,5.1,2.9,-5.9,8.6,-10.8,-0.2,2.3,x,-5.9,-8.5
O=C(NNC(=O)c1ccccc1F)c1ccc(S(=O)(=O)N2CCCCC2)cc1,-6.0,3.6,-36.4,-12.4,-1.2,-7.0,-14.2,x,12.7,11.4,-32.6
Cc1nn(-c2ccccc2)nc1C(=O)c1c(C)[nH]n(-c2ccccc2)c1=O,-4.5,13.5,5.1,2.2,-2.8,x,19.6,-3.4,3.1,-6.4,-8.2
CC(=O)Oc1ccccc1C(=O)Nc1ccccc1C(=O)N1CCCCC1,-6.1,-4.7,3.8,-8.0,-4.7,-16.0,-13.4,1.2,-2.3,25.1,-1.1
CC1CCCC(C)N1C(=O)CSc1nnc(NC(=O)Cc2cccs2)s1 (configuration not stated),-7.2,-11.8,11.3,-2.6,12.8,0.0,9.6,-0.2,-2.9,9.5,-18.5
CCc1ccc(NC(=O)CSc2nc(C)cs2)cc1,-6.8,-65.3,-6.7,x,-113.1,41.9,-5.5,x,-5.4,12.7,-25.7
CSc1cc(-c2ccccc2)n(Cc2ccc(Cl)cc2Cl)c(=O)c1C#N,-0.9,1.4,4.0,5.2,10.4,-3.5,-5.1,1.4,62.7,14.7,-3.2
CCOc1ccc(Br)cc1S(=O)(=O)Nc1cccnc1,-7.7,13.0,5.6,1.5,7.4,2.9,4.6,0.0,0.1,-4.3,-18.4
CN(C)S(=O)(=O)c1ccc(Cl)c(NC(=O)CSc2nnnn2-c2ccc(O)cc2)c1,9.1,18.0,41.2*,-0.7,23.5,7.5,0.7,x,10.1,7.2,-8.1
O=C(CCN1C(=O)c2ccccc2C1=O)Nn1cnnc1,-8.5,1.3,-3.5,-7.9,-2.6,5.5,3.5,-1.8,-2.4,18.3,3.0
COc1cc(OC)c(C(=O)NC2CC(C)(C)NC(C)(C)C2)cc1OC,x,9.5,-8.6,12.7,4.9,1.3,3.2,-1.2,32.0,-9.4,5.7
CCCNS(=O)(=O)c1ccc(CCC(=O)Nc2ccc3c(c2)OCCO3)cc1,-2.2,22.8,-7.4,1.7,0.0,6.3,7.2,-0.4,12.0,11.0,2.0
O=C(Cn1c(=O)cnc2ccccc21)N1CCN(S(=O)(=O)c2cccc([N+](=O)[O-])c2)CC1,-6.5,12.3,-0.9,0.5,-8.3,-4.4,-17.8,4.3,x,28.1,20.6
COc1cccc(COC(=O)c2ccc(S(=O)(=O)N3CCC(C)CC3)cc2)c1OC,-5.5,16.8,-8.2,11.9,3.3,8.1,6.9,-0.9,-7.9,4.0,-20.3
Cc1ccc(-n2c(=S)sc3c(=O)n(-c4ccc(F)cc4)c(SCC(=O)O)nc32)cc1C,-19.3,13.6,1.7,9.1,10.2,-16.0,-1.2,-1.6,-11.6,5.9,-5.7
Cn1c(CO)cnc1SCC(=O)c1ccc(Br)cc1,-1.2,-6.2,2.1,-4.9,10.2,-25.3,0.7,6.3,-0.4,0.4,6.4

# An excerpt from above with just CF NFkB block and Vif imaging:
structure | CF NFkB block | Vif imaging
Cc1ccc(-n2c(=S)sc3c(=O)n(-c4ccc(F)cc4)c(SCC(=O)O)nc32)cc1C | 5.9 | -11.6
Cn1c(CO)cnc1SCC(=O)c1ccc(Br)cc1 | 0.4 | -0.4

# Compound activity from PubChem BioAssay.
